CHOP inh: blocks CHOP induction under ER stress. CHO-K1 CHOP-promoter luciferase, tunicamycin-induced, 15-18 h. inhibition, % at 10 µM. 220,000 compounds, 3.8% hits. AID 2732;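 active means compounds that reduced the stress-induced luciferase reporter signal by more than about 70% of percent inhibition, limit read from the data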;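 further: 0% = tunicamycin plus vehicle and 100% = wells without tunicamycin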
Ba/F3 V617F tox: lowers viability of Ba/F3 cells expressing EpoR and JAK2V617F; ATP luminescence; inhibition, % at 5.6 µM; 220,000 compounds, 1.1% hits; AID 1446;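 active means inhibition above the campaign mean plus 3 SD over all tested compounds, cut at about 24% in these data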;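 further: cytokine-independent growth of Ba/F3 cells driven by EpoR plus mutant JAK2; 0% = DMSO-treated cells and 100% = JAK inhibitor I control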
TRPML3 agonist: activates the human TRPML3 channel | Q8TDD5 | HEK293 TRPML3-YFP, Fluo-8 calcium fluorescence; 100% = the carbachol control signal | activation, % at 3 µM | 220,000 compounds, 0.29% hits | AID 1448;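 active means activation above its plate's cutoff, the mean activation of the plate's test wells plus 3 SD, cut at about 12% in these data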;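 further: 0% = DMSO only wells and 100% = carbachol wells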
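Material: HEK293 cells stably carrying human TRPML3-YFP; compound dosing: single dose, 3 µM final nominal compound, 0.3% DMSO final; incubation: 1-h 37 °C dye load, 5-s basal, 120-s post-compound reads; technique: Fluo-8 intracellular calcium fluorescence, excitation 470-495 nm, emission 515-575 nm; read-out basis: percent activation from peak-to-basal fluorescence ratio, scaled between DMSO and carbachol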
RBBP9 inhibitor: blocks human serine hydrolase RBBP9; 220,000 compounds, 0.2% hits; AID 1515; O75884; inhibition, % at 7.94 µM; recombinant RBBP9, FP-Rh probe fluorescence polarization;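 active means inhibition above the campaign mean of all tested compounds plus 3 SD, cut at about 14% in these data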;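 further: plate controls were DMSO wells with RBBP9 for no effect and wells lacking RBBP9 protein for full effect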
Target sequence (O75884 whole entry, looked up): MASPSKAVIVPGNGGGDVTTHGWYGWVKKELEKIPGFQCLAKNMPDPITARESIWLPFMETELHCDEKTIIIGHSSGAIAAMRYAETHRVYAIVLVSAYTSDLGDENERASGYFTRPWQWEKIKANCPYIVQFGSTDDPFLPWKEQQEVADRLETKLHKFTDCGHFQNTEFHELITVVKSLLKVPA
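Measured by: FP readout at 525/598 nm; material: recombinant human RBBP9; also added: Serine-hydrolase probe FP-Rh, 375 nM pre-mixing; medium: Tris buffer pH 8.0, NaCl, Pluronic; replication: one well per compound; doses: one concentration, 7.94 µM nominal, 0.794% DMSO; timing: preincubation 30 min plus labeling 45 min at 25 °C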
PPC-1+TRAIL kill: compounds killing PPC-1 cancer cells with TRAIL present (potentiator screen, no TRAIL-free arm) | PPC-1 cells + TRAIL, ATPLite viability luminescence | AID 1443 | 220,000 compounds, 0.41% hits | cell killing (% activity), % at 4 µM;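 active means cell killing above 50% in the first pass at 4 µM, then a duplicate retest at 5 µM averaging 50% or more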;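 further: plate controls were cells with TRAIL plus DMSO for no effect and medium-only wells lacking cells for full effect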
TNF death inh: inhibitors of TNF-alpha induced necroptosis in Jurkat FADD-/- cells; Jurkat FADD-/- TNF necroptosis rescue, ATP luminescence, 24 h; 0 = TNF only, 100 = no-TNF cells; activation (protection from cell death), % at 10 µM; 220,000 compounds, 0.068% hits;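 active means activation, meaning protection from cell death, of at least 50% relative to plate controls; inactive means activation below 50%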;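 further: necroptosis triggered by 40 ng/mL TNF-alpha added together with compound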
BaF3 tox: counter-screen for JAK2V617F inhibitors: parental Ba/F3 viability inhibitors; inhibition, % at 5.6 µM; 220,000 compounds, 1.1% hits; CellTiter-Glo ATP luminescence;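 active means inhibition above a per-campaign cutoff, the mean inhibition of all tested compounds plus 3 SD, cut at about 27% in these data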;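 further: 0% = DMSO wells and 100% = JAK Inhibitor I control wells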
TRPN1 ag: zebrafish TRPN1 (NompC) channel agonism | HEK293 zebrafish TRPN1-YFP, Fluo-8 calcium fluorescence; 100% = response to 87 µM carbachol | activation, % at 3 µM | 220,000 compounds, 0.18% hits;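 active means activation above its plate's cutoff, the mean activation of test wells on that plate plus 3 SD, cut at about 19% in these data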;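 further: 0% = DMSO alone and 100% = 87 µM carbachol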
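Assay system: Zebrafish TRPN1-YFP in HEK293 cells | Incubation: Dye loading 1 h at 37 °C, then 30 min room temperature | Measured by: Kinetic Fluo-8 fluorescence, ex 470-495, em 515-575 nm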
Wee1 stabilizer: blocks degradation of human Wee1 kinase; AID 1321; 220,000 compounds, 1.2% hits; HeLa Luc-Wee1K328M stability, luciferase luminescence; 100% = proteasome inhibitor MG132 effect; P30291; reporter increase, % at 5 µM;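 active means activation above the mean of all tested compounds plus 3 SD, set per screening run, cut at about 8.8% in these data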;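 further: cells exposed to compound for 20 h before luminescence read; 0% = DMSO alone and 100% = MG132 at 30 µM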
Target sequence (P30291 whole entry K328M): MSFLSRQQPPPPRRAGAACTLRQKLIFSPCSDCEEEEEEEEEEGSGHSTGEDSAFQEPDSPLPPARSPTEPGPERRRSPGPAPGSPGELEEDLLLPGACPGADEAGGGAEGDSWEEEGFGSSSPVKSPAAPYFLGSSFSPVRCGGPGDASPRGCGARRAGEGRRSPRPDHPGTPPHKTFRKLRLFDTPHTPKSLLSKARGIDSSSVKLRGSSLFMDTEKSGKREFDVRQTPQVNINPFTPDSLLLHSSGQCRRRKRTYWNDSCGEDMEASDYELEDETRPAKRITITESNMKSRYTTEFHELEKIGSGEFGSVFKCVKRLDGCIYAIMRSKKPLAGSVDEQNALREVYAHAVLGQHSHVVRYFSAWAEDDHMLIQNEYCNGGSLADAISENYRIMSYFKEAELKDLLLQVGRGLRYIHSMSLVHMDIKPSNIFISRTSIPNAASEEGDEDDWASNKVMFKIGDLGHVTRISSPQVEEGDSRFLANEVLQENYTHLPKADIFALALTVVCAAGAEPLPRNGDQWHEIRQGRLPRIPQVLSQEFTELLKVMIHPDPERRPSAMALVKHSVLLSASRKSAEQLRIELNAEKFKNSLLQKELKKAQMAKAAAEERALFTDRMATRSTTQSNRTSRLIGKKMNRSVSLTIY
* = called active by the depositor; x = not tested or not shown; [ ] = another dose, or the depositor's remark.

SMILES	CHOP inh	Ba/F3 V617F tox	TRPML3 agonist	RBBP9 inhibitor	PPC-1+TRAIL kill	TNF death inh	BaF3 tox	TRPN1 ag	Wee1 stabilizer
OCC1CCCN(Cc2cn(Cc3ccccc3)nc2-c2cc3ccccc3o2)C1 (stereo not given)	10.2	-6.2	1.3	-7.0	5.3	6.7	-2.1	-0.3	-1.5
COc1cc(-c2nc3ccc(C)cn3c2Nc2ccc3c(c2)OCCO3)ccc1O	-18.1	-1.0	-1.2	-1.8	14.9	-1.7	3.7	-0.7	1.5
COC(=O)c1ccc(S(=O)(=O)N2CCN(CCO)CC2)n1C	7.3	-5.2	0.5	-2.0	5.4	1.6	3.7	0.2	1.2
Cc1ccc[n+](-c2nc([O-])sc2C=O)c1	0.9	-1.3	2.7	-3.0	9.9	0.7	-3.2	6.8	-3.4
COC(=O)Cc1ccc(NC(=O)c2cccs2)cc1	-19.2	-2.2	1.3	-1.9	11.5	-0.5	1.8	3.1	2.4
COc1ccccc1C(=O)Nc1ccc(S(=O)(=O)Nc2onc(C)c2C)cc1	6.0	-0.8	0.8	-2.9	14.8	-0.3	-3.4	-0.8	-2.1
C#CCOCCOCCOCCNc1nc(N2CCN(C(=O)[C@H](CCCCN)n3cc([C@@H](N)CO)nn3)CC2)nc(N2CCN(C(=O)[C@H](Cc3cc4ccccc4[nH]3)n3cc([C@@H](N)CC(C)C)nn3)CC2)n1	4.1	-4.3	0.4	11.5	19.6	2.0	0.4	-0.5	0.7
CSC1=NNC(c2ccc(C(C)(C)C)cc2)=NN1	-18.0	-0.7	0.4	-2.1	6.3	1.0	-0.8	0.2	0.4
Cn1ccc(NC(=O)Nc2cccc(C(F)(F)F)c2)n1	17.9	-2.7	0.5	0.9	4.3	1.3	3.0	0.0	-2.5
CCOC(=O)C1(Cc2cccc(F)c2)CCN(CC2CC2)CC1	47.4	2.1	0.4	0.0	13.2	0.8	7.7	0.0	1.4
Cc1cc(C(=O)NC(C)CCC(C)C)c2ccccc2n1 (stereo not given)	-5.5	3.1	-0.1	-26.7	2.2	-0.2	7.5	-1.1	-2.9
CN(C)N=Nc1ccc(S(=O)(=O)N2CCSC2C(=O)O)cc1 (stereo not given)	x	2.9	0.7	-3.4	x	-1.6	4.7	1.5	-1.3
Cc1cc(NS(=O)(=O)c2ccc(NC(=O)c3cc(-c4cccnc4)nc4ccc(Cl)cc34)cc2)no1	2.8	1.7	0.0	3.0	14.1	-1.7	-0.1	-0.9	-1.5
Cc1cc(C(=O)N2CCCC(CCC(=O)N3CCN(c4ccccn4)CC3)C2)c(C)o1 (stereo not given)	18.5	2.0	0.7	-2.5	-8.6	-1.3	11.6	0.1	4.7
Cc1cc(C)nc(SCC(=O)Nc2ncc(Cc3cccc(Cl)c3Cl)s2)n1	31.5	-0.7	0.9	-9.6	0.9	3.4	6.7	0.2	-1.9
O=C(CC1N=C2c3ccccc3N=C(SCc3ccc(F)cc3)N2C1=O)NCc1ccco1 (stereo not given)	-10.7	-0.6	-0.3	-11.3	-4.0	-3.5	7.1	0.6	3.7
CCC(=O)Nc1nc(-c2cc([N+](=O)[O-])cs2)cs1	6.2	4.5	0.6	-8.3	15.8	-0.8	4.8	1.9	-2.5
CC(C)(C)NC(=O)CN(Cc1cccs1)C(=O)CNS(=O)(=O)c1ccc(F)cc1	6.4	1.5	-0.1	-3.4	-1.8	0.6	3.9	-1.5	-1.8
CCN(CCNC(=O)C1CCN(S(=O)(=O)c2cccc3cccnc23)CC1)c1ccccc1	3.5	0.5	-0.4	-6.8	13.2	0.2	3.2	1.8	-1.4
CCCCc1nc(Cl)c(C#N)c2c1CSC(C)(C)C2	47.7	0.5	0.4	-2.7	2.7	0.9	8.2	0.1	0.5
COc1cccc(NC(=O)Nc2nccc(C)n2)c1	43.4	-2.3	0.4	-0.9	55.5*[5 µM]	-1.1	6.9	3.0	-2.1
O=C(c1cnc2n(c1=O)CCS2)N1CCN(c2ccc([N+](=O)[O-])cc2)CC1	-20.9	5.8	1.5	0.5	-6.6	2.1	6.6	0.8	-2.7
O=C(COC(=O)c1ccc[nH]c1=O)NCC1CCCO1 (stereo not given)	16.0	-2.7	0.9	-4.2	-3.0	-1.1	1.7	0.8	0.5
O=C(C1CCN(Cc2cccs2)CC1)N1CCN(Cc2ccc3c(c2)OCO3)CC1	-5.8	-0.8	1.2	0.5	18.1	0.9	-0.6	1.5	-1.9
CC(C)(C)n1cnnc1Sc1ncccc1[N+](=O)[O-]	23.0	-3.7	1.1	7.4	0.3	3.0	-4.8	2.0	0.5
O=C(Cn1c(=O)oc2cc(S(=O)(=O)N3CCCC3)ccc21)N1CCN(C2CCCCC2)CC1	42.8	-1.4	1.0	1.0	-13.4	-2.0	4.0	2.3	-3.1
CCOC(=O)c1cc(NC(=O)CSc2nnc(CN3CCOCC3)n2C)ccc1Cl	-14.6	3.8	-0.3	1.9	x	-1.3	-1.9	-0.7	0.3
CCOC(=O)N1CCN(C(=S)Nc2cccc(C)c2C)CC1	7.6	0.0	1.4	0.9	11.0	0.9	7.0	0.7	2.0
CCOC(=O)C1=C(C)C2C3C(=O)N(c4cc(C)ccc4C)C(=O)C3C1(C)C1C(=O)N(c3cc(C)ccc3C)C(=O)C21 (stereo not given)	25.5	0.9	0.0	-3.7	-2.7	-1.9	10.1	0.4	9.1*
CC1(C)Cc2c(c(-c3ccccc3)nc3sc4c(=O)[nH]c(=S)[nH]c4c23)CO1	-12.9	-2.5	1.0	8.5	6.9	6.8	0.4	0.5	1.1

5 entries drawn at random from the list so far:
SMILES	CHOP inh	Ba/F3 V617F tox	TRPML3 agonist	RBBP9 inhibitor	PPC-1+TRAIL kill	TNF death inh	BaF3 tox	TRPN1 ag	Wee1 stabilizer
CCOC(=O)N1CCN(C(=S)Nc2cccc(C)c2C)CC1	7.6	0.0	1.4	0.9	11.0	0.9	7.0	0.7	2.0
CCN(CCNC(=O)C1CCN(S(=O)(=O)c2cccc3cccnc23)CC1)c1ccccc1	3.5	0.5	-0.4	-6.8	13.2	0.2	3.2	1.8	-1.4
CC1(C)Cc2c(c(-c3ccccc3)nc3sc4c(=O)[nH]c(=S)[nH]c4c23)CO1	-12.9	-2.5	1.0	8.5	6.9	6.8	0.4	0.5	1.1
O=C(CC1N=C2c3ccccc3N=C(SCc3ccc(F)cc3)N2C1=O)NCc1ccco1 (stereo not given)	-10.7	-0.6	-0.3	-11.3	-4.0	-3.5	7.1	0.6	3.7
O=C(c1cnc2n(c1=O)CCS2)N1CCN(c2ccc([N+](=O)[O-])cc2)CC1	-20.9	5.8	1.5	0.5	-6.6	2.1	6.6	0.8	-2.7

More records.
SMILES	CHOP inh	Ba/F3 V617F tox	TRPML3 agonist	RBBP9 inhibitor	PPC-1+TRAIL kill	TNF death inh	BaF3 tox	TRPN1 ag	Wee1 stabilizer
CCOc1ccc(-c2csc(NC(=O)c3cccc(N4C(=O)CCC4=O)c3)n2)cc1	0.7	2.5	0.3	-7.9	5.5	0.2	1.2	4.7	-1.1
Cc1nn(-c2ccc(F)cc2)c2sc(C(=O)N3CCCCCC3)cc12	32.1	-2.9	0.3	-5.5	13.7	-1.3	5.7	0.2	-0.8
COC(=O)c1c(NC(=O)c2ccco2)sc2c1CCC2	76.1*	2.1	-0.3	-4.8	22.0	-4.2	7.9	-0.4	-1.9
Cn1c(NCc2cccnc2)nc2c1c(=O)n(Cc1ccccc1F)c(=O)n2C	14.9	-2.9	0.3	-1.6	1.5	-2.1	3.4	0.1	0.2
COc1ccccc1N1CCN(C(=O)Cn2nc(C(F)(F)F)c3c2CCC3)CC1	43.3	-0.5	-0.1	-14.8	-4.6	-1.4	0.9	-0.6	-0.1
O=C(C1=C(O)C(=O)N(Cc2ccccc2)C1c1ccco1)c1ccco1 (stereo not given)	7.5	2.5	0.8	-9.5	29.7	-3.6	7.0	2.0	-2.4
C/C=C/c1ccc(OCCOc2ccc(C=O)cc2)c(OC)c1	-6.1	0.3	-0.7	-10.4	-0.2	2.1	5.2	-1.6	-2.5
O=C(/C=C/c1ccc(F)cc1)NCc1cccs1	-9.1	-3.3	-0.1	-9.1	2.6	3.4	2.0	-0.5	2.5
O=Cc1cc2cc3c(cc2nc1Cl)OCCO3	-21.3	-2.6	0.5	2.7	14.5	-0.8	-3.4	3.2	-2.2
Cc1ccc2nc(SC(C)C(=O)NCc3ccc4c(c3)OCO4)[nH]c2c1 (stereo not given)	6.5	-0.8	-0.7	-4.9	27.3	0.8	0.9	-2.4	-1.5
O=C(c1ccc(N2CCCCC2)c([N+](=O)[O-])c1)N1CCN(c2ccccn2)CC1	-3.3	2.6	1.2	-7.9	12.0	-0.4	4.6	2.1	-2.1
Cc1c(Cl)cccc1N=C(N)N=C(N)N	47.6	2.0	0.6	0.5	x	1.9	81.4*	-0.4	7.7
Cn1cccc1CNC(=O)Nc1ccc(Cl)c(Cl)c1	13.2	3.7	0.4	-11.5	12.6	2.3	3.6	3.2	-0.5
N#CC(C(=O)c1ccccc1)=C1SCCS1	-9.3	-4.2	0.3	0.0	0.9	-0.4	-0.7	1.0	5.2
O=C(c1cc(-c2ccncc2)nc2ccccc12)N1CCN(c2ccccn2)CC1	-1.6	10.8	1.3	-1.5	23.3	-8.0	17.0	3.2	5.7
CN(C)c1ccc(-n2cccc2/C=N/n2cnnc2)cc1	-13.0	0.7	0.9	-7.5	0.7	1.8	1.9	-1.8	4.1
O=C(NCc1ccc(N2CCCC2=O)cc1)c1ccc(F)cc1	-5.3	3.5	0.6	1.1	10.3	-0.4	5.9	-0.1	-2.7
O=c1c(F)cn(C2CCCO2)c(=O)n1Cc1c(F)cccc1Cl (stereo not given)	-14.2	3.2	0.5	-0.4	-0.6	-0.1	6.0	-0.8	-2.2
CCOc1ccc(NCC(=O)c2ccc(C)cc2)cc1	-41.5	-2.5	0.4	-3.6	9.2	-1.3	5.8	1.3	-0.7
O=C(NCC(c1cccs1)N1CCOCC1)c1ccccc1NS(=O)(=O)c1ccc(Cl)c([N+](=O)[O-])c1 (stereo not given)	-9.2	-3.2	9.8	-2.2	1.8	0.1	1.5	13.6	1.8
Cc1cc(NC(=O)CSc2nnc(C3COc4ccccc4O3)n2N)no1 (stereo not given)	22.8	-3.8	0.0	-1.4	15.8	0.4	-2.4	-0.3	1.8

Screens: PubChem BioAssay, several laboratories
